LAP4 TOR yeast = modulators of TOR pathway LAP4-GFP in S. cerevisiae. 320,000 tested, 0.34% active. AID 2023. S. cerevisiae LAP4-GFP multiplex, flow cytometry GFP, 3 h; median GFP as percent of DMSO wells. GFP response vs DMSO, % at 10 µM;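 active means GFP response vs DMSO above a set limit, about the screen mean plus 3 SD, cut at about 150% in these data; inconclusive means under 70 cell events counted for the yeast strain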
VLA-4 inh = inhibition in a human VLA-4 binding assay | P13612 | VLA-4 expressing cells, ligand binding flow cytometry | inhibition, % (about 7 µM as worked out from the volumes in the protocol) | 330,000 tested, 0.2% active | AID 2557; in the data active means inhibition above about 50%
GRK2 aptamer HTS = blocks RNA aptamer binding to human GRK2. P25098. inhibition of aptamer binding, % at 10 µM. 330,000 tested, 0.59% active. bead flow cytometry, FAM-aptamer displacement from GRK2;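 active means inhibition of aptamer binding above 40%, roughly 3 SD of noise, on plates passing a quality check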;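 further: median bead fluorescence of bound FAM aptamer so fluorescent compounds give negative values; no value below 0 was filed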
Target sequence (P25098 whole entry, looked up): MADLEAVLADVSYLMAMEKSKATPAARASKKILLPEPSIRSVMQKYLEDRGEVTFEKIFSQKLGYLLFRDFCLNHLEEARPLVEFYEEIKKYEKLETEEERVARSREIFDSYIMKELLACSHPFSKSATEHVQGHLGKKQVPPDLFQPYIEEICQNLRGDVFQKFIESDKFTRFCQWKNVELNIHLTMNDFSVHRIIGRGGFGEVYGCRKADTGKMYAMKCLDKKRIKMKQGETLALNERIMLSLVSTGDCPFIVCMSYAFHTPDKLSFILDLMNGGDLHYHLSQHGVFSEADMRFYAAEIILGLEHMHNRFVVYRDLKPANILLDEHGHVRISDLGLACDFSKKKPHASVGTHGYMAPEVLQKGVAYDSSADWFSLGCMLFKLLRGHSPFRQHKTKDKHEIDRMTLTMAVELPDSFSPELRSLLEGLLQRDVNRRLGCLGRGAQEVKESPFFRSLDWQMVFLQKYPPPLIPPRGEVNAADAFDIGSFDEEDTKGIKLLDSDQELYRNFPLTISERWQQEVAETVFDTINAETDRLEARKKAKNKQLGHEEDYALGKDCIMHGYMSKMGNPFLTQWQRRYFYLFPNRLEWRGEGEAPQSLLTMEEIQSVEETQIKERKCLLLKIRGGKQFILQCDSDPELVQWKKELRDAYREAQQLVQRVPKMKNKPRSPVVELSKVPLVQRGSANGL
RPL19A TOR yeast = modulators of TOR pathway RPL19A-GFP in S. cerevisiae; S. cerevisiae RPL19A-GFP strain, flow cytometry, 3 h; hits give low values; percent response vs DMSO, % at 10 µM; 330,000 tested, 0.3% active; AID 2025;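 active means percent response vs DMSO below 50%; inconclusive means fewer than 70 events counted for the yeast strain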;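 further: median channel GFP fluorescence of the barcoded RPL19A-GFP strain; ratio of sample median GFP to plate DMSO average so 100% = DMSO; lower means less RPL19A-GFP as with rapamycin TOR inhibition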
Yeast superoxide = lowers age-related superoxide in aged yeast cells | S. cerevisiae aged cells, superoxide DHE fluorescence; hits give low values | superoxide response (% of plate mean), % at 10 µM | 330,000 tested, 0.18% active;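 active means superoxide response under a set limit, about three screen SD below normal, cut at about 65% in these data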;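 further: yeast aged for seven days with compound at 30 °C before DHE staining; 100% = average MFI of all compound-treated wells on the plate with controls excluded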
AGP1-GFP MLPCN = alters AGP1-GFP fluorescence in TOR pathway yeast screen; S. cerevisiae AGP1-GFP multiplex flow cytometry, 3 h; GFP as percent of DMSO wells; GFP response vs DMSO, % at 10 µM; 320,000 tested, 0.02% active; AID 2066;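 active means GFP response relative to DMSO above a set limit, near screen average plus 3 SD, cut at about 150% in these data; inconclusive means fewer than 70 cells counted for the yeast strain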;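 further: median GFP channel fluorescence of the gated AGP1 strain per well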
CIT2 TOR yeast = yeast TOR pathway CIT2-GFP modulation | S. cerevisiae CIT2-GFP strain, flow cytometry, 3 h; 100 means same as DMSO wells | GFP response vs DMSO, % at 10 µM | 320,000 tested, 0.065% active | AID 2029;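 active means GFP response relative to DMSO above a set limit, near the screen mean plus 3 SD, cut at about 150% in these data; inconclusive means Fewer than 70 cells measured for a yeast strain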;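 further: ratio of well median GFP fluorescence to mean of DMSO wells on the plate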
MEP2-GFP yeast = modulators of TOR pathway MEP2-GFP in S. cerevisiae; S. cerevisiae MEP2-GFP strain, flow cytometry GFP, 3 h; 100% = DMSO control level; GFP response vs DMSO, % at 10 µM; 330,000 tested, 0.51% active; AID 2016;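 active means GFP response versus DMSO above a set limit, roughly screen mean plus 3 SD, cut at about 180% in these data; inconclusive means fewer than 70 cells counted for a yeast strain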;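 further: median GFP fluorescence of the barcode-gated MEP2-GFP cells per well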
* = called active by the depositor; u = inconclusive; x = no result given; [ ] = remark or other dose. Hits appear at their usual frequency (roughly 1.7% active in at least one column).

SMILES	LAP4 TOR yeast	VLA-4 inh	GRK2 aptamer HTS	RPL19A TOR yeast	Yeast superoxide	AGP1-GFP MLPCN	CIT2 TOR yeast	MEP2-GFP yeast
O=C(COc1ccc2ccccc2c1Br)N1CCCCC1	100	-8	87*	99	93	98	98	96
COc1ccc(C(=O)Nc2ccc(OCc3ccccc3)cc2)cc1[N+](=O)[O-]	87	11	0	108	93	103	122	110
NS(=O)(=O)c1cc(Cl)c(Cl)c(S(N)(=O)=O)c1	83	32	4	94	101	90	88	84
COc1ccc(CCNC(=O)CCCCC(=O)NCCc2ccc(OC)cc2)cc1	92	6	0	99	112	100	102	106
Cc1nn(-c2cc(Cl)ccc2Cl)c(C)c1C(=O)O	90	8	0	102	121	96	103	99
O=c1c2[nH]c3ccccc3c2nc2n1CCCS2	97	2	0	94	100	99	102	98
CCc1c(C)nc2cc(-c3ccccc3)[nH]n2c1=O	82	14	0	90	94	86	88	89
COc1ccc(S(=O)(=O)N(CCCN2CCOCC2)Cc2cccc(OC)c2OC)cc1	94	27	14	87	105	85	84	92
CCOC(=O)CCCn1nc(C)n2c(cc3sccc32)c1=O	110	1	2	100	111	101	109	105
CNC(=O)c1ccc(NC(=O)/C=C/c2cccc(F)c2)cc1	u	1	0	u	106	u	88[may fluoresce red]	u
O=C(Nc1ccccn1)c1onc2c1CCCC2	95	10	4	97	98	97	101	95
CCOC(=O)C1CCCN(Cc2ccccc2Cl)C1 (stereo not drawn)	100	10	2	103	96	110	99	109
COc1ccc(OC)c(NC(=O)Nc2cnccn2)c1	85	2	0	114	91	84	84	111
Cc1nc2ccc(C(=O)O)cc2c2c1CC(CN)O2 (stereo not drawn)	88	3	1	98	100	93	100	104
Cn1cc(S(=O)(=O)N2CCN(c3cccc(C(F)(F)F)c3)CC2)c(=O)n(C)c1=O	100	-21	0	98	111	106	114	100
CNS(=O)(=O)c1cccc(C(=O)NCC(C)(C)N2CCCCC2)c1	91	6	1	102	107	97	108	107
NNC(=O)c1cccnc1Oc1ccccc1	100	3	1	98	93	98	94	91
C/C(=N\NC(=O)c1ccc(N)cc1)C1CC1	96	-4	0	83	95	96	100	96
O=C(CSc1ccccc1)Nc1cc(S(=O)(=O)N2CCOCC2)ccc1N1CCOCC1	97	31	2	97	109	99	94	102
O=C(CN1CCN(c2ccccc2O)CC1)NC(c1ccccc1)c1ccccc1	94	-6	1	99	111	103	101	105
C=CCN(C(=O)CNC(=O)c1ccco1)C(C(=O)NC1CCCC1)c1ccc(OC)cc1 (stereo not drawn)	100	3	0	100	92	97	97	102
CCC(=O)NC(c1ccc(N(C)C)cc1)c1c(O)ccc2ccccc12 (stereo not drawn)	97	7	4	109	100	109	113	109
O=C(OCc1ccccc1)c1ccccc1O	98	8	1	102	97	104	106	100
Cc1ccc(C(=O)NCc2ccc3c(c2)OCO3)cc1	106	13	0	100	98	105	98	98
CC(C)c1cc(NCC2CCCO2)n2c(nc3ccccc32)c1C#N (stereo not drawn)	96	9	1	96	103	100	95	100
Cn1c(CN2CCCC2)nc2cc(NS(=O)(=O)c3ccc(Cl)cc3)ccc21	u	9	1	56[may fluoresce violet]	93	x	u	135[may fluoresce violet]
CCc1cc2c(-c3ccccc3)cc(=O)oc2c(CN2CCOCC2)c1O	103	16	4	97	104	101	104	108
CCOC(=O)C(C)CC(C)C(=O)N1CCOCCN(C(=O)C(C)CC(C)C(=O)OCC)CCOCC1 (stereo not drawn)	98	1	2	102	95	104	102	108
COc1ccc(-c2cc(C(=O)Nc3ccccc3SC)no2)cc1	96	11	1	96	115	100	104	90
CC(C)(C)c1ccc2c(c1)N(CC(=O)O)C(=O)CO2	121	5	0	99	108	100	100	111
COc1cccc(-n2c(SCC(=O)Nc3ccc4c(c3)CCC4)nc3ccccc3c2=O)c1	96	-31	1	102	95	101	103	95
C#CCOCCOCCOCCNc1nc(N2CCN(C(=O)[C@H]([C@@H](C)CC)n3cc(CCCCN)nn3)CC2)nc(N2CCN(C(=O)[C@H](C)n3cc(CCC(=O)O)nn3)CC2)n1	131	16	0	96	102	79	69	94
CCc1nnc(NC(=O)c2cccc(OC)c2)s1	104	-8	0	99	103	98	104	96
COc1ccc(N(C)C(=O)c2ccc3nc(-c4ccccc4)c(-c4ccccc4)nc3c2)cc1	108	-1	3	101	92	110	108	107
c1ccc2sc(C3CCN(Cc4nnnn4Cc4ccc5c(c4)OCO5)CC3)nc2c1	99	-3	0	92	95	92	89	100
C=CCNC(N)=S	102	8	0	102	100	100	99	108
CCCCOc1ccc(C2(C(=O)O)CCCC2)cc1	109	5	0	96	90	90	97	108
CCNC(=O)c1ccc(NS(=O)(=O)c2ccccc2)cc1	95	15	0	99	104	104	98	95
Cn1c(CNC(=O)Cc2ccc3c(c2)OCO3)nnc1SCc1ccccc1	98	-4	0	104	92	102	101	99
N#Cc1c(Cl)cccc1Oc1ccc(S(=O)(=O)Nc2ccccc2)cc1	110	-1	x	97	112	104	91	99
Cc1ccc(-c2[nH]c3ccccc3c2C(C[N+](=O)[O-])c2ccco2)cc1 (stereo not drawn)	103	25	4	94	115	95	99	95
CCCc1cc(=O)[nH]c(SCc2cc(Cl)ccc2OC(F)F)n1	102	-6	3	96	88	94	100	98
Cc1ccc(C(=O)COC(=O)CNC(=O)c2ccccc2)s1	105	-2	1	100	112	99	99	102
COc1ccccc1CNC(=O)CCNC(=O)N1CC(=O)Nc2ccccc21	106	4	0	97	99	110	101	100
COc1ccc(C2=C(N)c3ccccc3C2=O)cc1	105	0	0	96	162	95	88	98
CCn1c(NC(=O)c2ccco2)c(-c2ccccc2Cl)c(=O)c2ccccc21	105	14	0	103	105	108	101	106
O=C1CN(C(=O)CNCc2cccc(Cl)c2)c2ccccc2N1	98	-7	0	99	105	100	98	99
CCCCNC(=O)NNC(=O)COc1cccc(C)c1C	102	-12	1	102	126	108	108	99
CCN(CC)C(=O)c1ccccc1NC(=O)c1ccccc1C	98	5	0	94	107	95	88	101
O=C(Cn1c2ccccc2c(=O)c2cc([N+](=O)[O-])ccc21)Nc1ccccc1Cl	87	-10	1	101	157	83	91	99
N#Cc1c(N)oc(-c2ccco2)c1-c1ccco1	98	-3	3	106	100	94	107	105
N=c1c(C(=O)NCC2CCCO2)cc2c(=O)n3ccccc3nc2n1C1CCCC1 (stereo not drawn)	u	5	0	u	106	u	u	u
O=C(NCCC1=CCCCC1)C(=O)NCC(c1ccco1)N1CCN(c2ccc(F)cc2)CC1 (stereo not drawn)	100	13	0	97	113	101	96	105
CCOc1ccc(NC(=O)CSc2nc3ccccc3c(=O)n2CCCC(=O)NCC2CCCO2)cc1 (stereo not drawn)	92	0	1	85	102	89	91	92
O=C(c1ccco1)N1CCCC(c2nc3c(nnn3Cc3ccc(Cl)cc3Cl)c(=O)[nH]2)C1 (stereo not drawn)	93	1	2	100	104	96	99	107
Cc1ccc(C(=O)COC(=O)c2ccncc2)cc1[N+](=O)[O-]	101	40	0	107	86	102	102	114
CCOc1ccc(C=NNc2ccc(S(=O)(=O)Nc3ccccc3C(=O)O)cc2[N+](=O)[O-])cc1	98	-3	2	103	91	104	105	108
COc1ccc(C(=O)Nc2ccnn2C2CCN(Cc3ccccn3)CC2)cc1	88	-100	0	103	95	98	101	89
CC(NS(=O)(=O)c1ccccc1)C(c1cccs1)N1CCN(c2ccccc2)CC1 (stereo not drawn)	98	1	0	102	92	96	99	98
CC(C)(C)OC(=O)N/N=C\c1ccc([N+](=O)[O-])s1	114	2	3	87	118	102	98	99
Further records follow.
SMILES	LAP4 TOR yeast	VLA-4 inh	GRK2 aptamer HTS	RPL19A TOR yeast	Yeast superoxide	AGP1-GFP MLPCN	CIT2 TOR yeast	MEP2-GFP yeast
CCOC(=O)/C=C/[C@H]1Cc2ccccc2CO1	89	11	0	90	112	87	91	83
O=c1cc(CSc2nnc(-c3ccco3)o2)c2ccccc2[nH]1	104	14	4	97	97	95	x	105
CC(=O)C1=C(C)Nc2ncnn2C1c1cccc(Br)c1 (stereo not drawn)	101	-8	0	104	106	105	107	104
CCCCNC(=S)N(C)/N=C/c1ccc(OCc2ccc(C(=O)OC)cc2)c(OC)c1	97	-7	0	98	111	98	110	103
CCOC(=O)N1CCC(NC(=O)CS(=O)(=O)Cc2nc(-c3cccc(OC)c3)oc2C)CC1	109	10	5	100	92	102	105	150
O=C(NC1(C(F)(F)F)NC(=O)N(c2ccccc2)C1=O)c1cccs1 (stereo not drawn)	91	0	0	103	102	98	102	97
Cc1occc1C(=O)N/N=C/c1ccc(-c2ccccc2)cc1	102	15	1	105	98	103	100	106
Cn1cnnc1SCC(C)(C)NS(=O)(=O)c1ccc(Cl)cc1	96	2	0	107	98	104	101	109
CCc1ccc(C2CC(c3cccc(OC)c3)n3nc(N)nc3N2)cc1 (stereo not drawn)	106	0	2	104	78	111	104	99
NS(=O)(=O)c1ccc(-c2ccc(/C=C3\NC(=S)NC3=O)o2)cc1	110	3	3	100	91	90	75	94
COc1cccc(C(=O)N/N=C(\C)c2ccc(NC(=O)Cc3ccccc3)cc2)c1OC	79	7	1	122	102	90	88	102
O=C(Cn1ncc(Cl)c(Cl)c1=O)NCC1CCCCC1	90	29	2	93	106	89	93	95

Molecules from the list above that have a furan ring, fused or not:
SMILES	LAP4 TOR yeast	VLA-4 inh	GRK2 aptamer HTS	RPL19A TOR yeast	Yeast superoxide	AGP1-GFP MLPCN	CIT2 TOR yeast	MEP2-GFP yeast
C=CCN(C(=O)CNC(=O)c1ccco1)C(C(=O)NC1CCCC1)c1ccc(OC)cc1 (stereo not drawn)	100	3	0	100	92	97	97	102
Cc1ccc(-c2[nH]c3ccccc3c2C(C[N+](=O)[O-])c2ccco2)cc1 (stereo not drawn)	103	25	4	94	115	95	99	95
CCn1c(NC(=O)c2ccco2)c(-c2ccccc2Cl)c(=O)c2ccccc21	105	14	0	103	105	108	101	106
N#Cc1c(N)oc(-c2ccco2)c1-c1ccco1	98	-3	3	106	100	94	107	105
O=C(NCCC1=CCCCC1)C(=O)NCC(c1ccco1)N1CCN(c2ccc(F)cc2)CC1 (stereo not drawn)	100	13	0	97	113	101	96	105
O=C(c1ccco1)N1CCCC(c2nc3c(nnn3Cc3ccc(Cl)cc3Cl)c(=O)[nH]2)C1 (stereo not drawn)	93	1	2	100	104	96	99	107
O=c1cc(CSc2nnc(-c3ccco3)o2)c2ccccc2[nH]1	104	14	4	97	97	95	x	105
Cc1occc1C(=O)N/N=C/c1ccc(-c2ccccc2)cc1	102	15	1	105	98	103	100	106
NS(=O)(=O)c1ccc(-c2ccc(/C=C3\NC(=S)NC3=O)o2)cc1	110	3	3	100	91	90	75	94

Screening results from PubChem BioAssay.
